# Scp1 inh: inhibitors of human Scp-1 phosphatase; Q9GZU7; Recombinant Scp1, phosphopeptide, malachite green phosphate absorbance; inhibition, % at 20 µM; 340,000 compounds, 0.88% hits; AID 493091;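 active means inhibition above about 50% at 20 µM, limit read from the data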;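 further: plate controls were DMSO wells with enzyme for no effect and wells lacking enzyme for full effect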
# Target sequence (Q9GZU7 76-261 limits assumed): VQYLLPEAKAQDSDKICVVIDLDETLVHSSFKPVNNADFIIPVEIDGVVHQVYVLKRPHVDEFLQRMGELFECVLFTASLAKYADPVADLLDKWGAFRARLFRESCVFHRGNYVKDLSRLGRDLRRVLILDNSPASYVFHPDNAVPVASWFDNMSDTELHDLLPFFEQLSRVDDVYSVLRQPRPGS
#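 Incubation: 45 min enzyme reaction at room temperature / System: truncated SCP-1 phosphatase (76-261aa) / Reagent: Phospho 17-mer peptide substrate / Buffer or medium: Acidic Tris acetate buffer with magnesium and detergent / Signal: absorbance at 630 nm / Doses: one concentration, 20 µM, with 1.0% DMSO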
# LMPTP block: blocks human LMPTP phosphatase. P24666. 360,000 compounds, 0.22% hits. recombinant LMPTP-A, OMFP fluorogenic substrate, fluorescence intensity. inhibition, % at 20 µM;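 active means compounds that cut the enzyme signal by at least half of the control window in the single-dose screen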;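 further: plate controls were DMSO wells with enzyme plus substrate for no effect and substrate without enzyme for full effect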
# Target sequence (P24666 whole entry, looked up): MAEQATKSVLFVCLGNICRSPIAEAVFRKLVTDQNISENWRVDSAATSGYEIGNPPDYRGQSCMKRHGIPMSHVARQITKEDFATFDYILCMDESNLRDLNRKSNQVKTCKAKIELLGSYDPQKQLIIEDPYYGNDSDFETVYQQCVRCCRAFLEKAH
#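 Assay system: LMPTP-A, protein tyrosine phosphatase of low molecular weight / Medium: pH 6.0 Bis-Tris buffer with DTT and Triton X-100 / Schedule: 50 min enzyme reaction at room temperature, protected from light / Measured by: endpoint fluorescence intensity from OMFP dephosphorylation / Read-out basis: % inhibition relative to no-enzyme and uninhibited control wells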
# Tb MetRS inh: blocks T. brucei methionyl-tRNA synthetase activity; purified T. brucei MetRS, ATP depletion, Kinase-Glo luminescence; inhibition, % at 11.9 µM; 360,000 compounds, 0.4% hits; AID 624268;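 active means inhibition above a per-plate cutoff of the control wells' mean inhibition plus 3 SD, cut at about 5.5% in these data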;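 further: 0% = DMSO wells median and 100% = median of wells with control inhibitor compound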
#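 Assay system: T. brucei methionyl-tRNA synthetase, purified | Medium: HEPES buffer with MgCl2, KCl, DTT, spermine, BSA, pyrophosphatase | Compound: 11.9 µM single point | Incubation: 15 min enzyme-compound preincubation, 2 h reaction, 10 min detection, 25 °C | Measured by: Kinase-Glo luciferase luminescence reporting remaining unconsumed ATP | Measure: % inhibition normalized to control-well medians | Replication: Singlicate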
# PABP1 MLLE inh: blocks PAM2 peptide binding to the PABP1 MLLE domain; GST-MLLE / FITC-PAM2 fluorescence polarization; 360,000 compounds, 0.36% hits; inhibition, % at 20 µM; in the data active means inhibition above about 35%, passing the limit was not always enough;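 further: plate controls were DMSO wells with GST-MLLE for no effect and wells lacking GST-MLLE protein for full effect; some results filed as inactive read as strong as hits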
# Target sequence (P11940 whole entry, looked up, the tested form may be a part): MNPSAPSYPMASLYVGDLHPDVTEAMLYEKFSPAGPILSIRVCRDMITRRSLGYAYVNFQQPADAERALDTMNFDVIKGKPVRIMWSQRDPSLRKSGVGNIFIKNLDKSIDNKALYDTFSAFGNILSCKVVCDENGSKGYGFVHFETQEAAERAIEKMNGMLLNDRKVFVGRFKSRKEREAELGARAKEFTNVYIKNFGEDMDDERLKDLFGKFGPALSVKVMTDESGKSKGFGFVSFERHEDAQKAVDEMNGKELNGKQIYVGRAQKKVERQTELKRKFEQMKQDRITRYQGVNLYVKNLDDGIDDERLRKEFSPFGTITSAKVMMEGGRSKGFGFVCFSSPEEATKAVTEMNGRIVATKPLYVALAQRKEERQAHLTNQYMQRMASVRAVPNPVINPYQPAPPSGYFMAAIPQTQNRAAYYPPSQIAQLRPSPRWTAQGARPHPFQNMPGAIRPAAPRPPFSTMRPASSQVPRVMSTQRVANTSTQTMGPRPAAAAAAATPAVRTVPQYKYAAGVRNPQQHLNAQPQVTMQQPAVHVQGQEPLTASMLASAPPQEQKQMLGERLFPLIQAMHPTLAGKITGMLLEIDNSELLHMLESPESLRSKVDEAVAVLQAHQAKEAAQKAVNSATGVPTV
# STEP inh: STEP (human) phosphatase inhibition; P54829; recombinant STEP, OMFP fluorogenic substrate, fluorescence; inhibition, % at 20 µM; 360,000 compounds, 0.25% hits; AID 588621;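 active means inhibition at 20 µM, scaled per plate between control wells, above about 37%, limit read from the data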;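 further: 0% = DMSO with enzyme and substrate and 100% = substrate only without enzyme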
#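 Also added – OMFP at 25 µM · Test system – STEP tyrosine phosphatase · Technique – FITC-channel fluorescence of OMFP product · Schedule – 20 min at room temperature, dark · Evaluation – control-normalized % inhibition with plate pattern correction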
# NadD block: NadD (S. aureus) enzyme inhibition; 360,000 compounds, 0.78% hits; inhibition, % at 20 µM; purified NadD enzyme, colorimetric absorbance read-out; in the data active means inhibition above about 26%; further: some compounds past the cut are filed as inactive
# SUMO1 PPI mod: alters human SUMO1 binding to SIM partners; P63165; SUMO1 binding to a labelled peptide, TR-FRET, 1 h; inhibition, % at 20 µM; 360,000 compounds, 0.33% hits; in the data active means inhibition above about 37%
# Target sequence (P63165 whole entry, looked up): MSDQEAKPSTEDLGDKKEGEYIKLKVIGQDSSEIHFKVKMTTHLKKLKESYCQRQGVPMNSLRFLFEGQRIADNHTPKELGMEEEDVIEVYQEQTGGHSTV
# DNMT1 inh: inhibitors of human DNMT1; P26358; DNMT1 molecular beacon, Hinp1I cleavage, fluorescence; inhibition (reported as % activation of signal), % at 10 µM; 360,000 compounds, 0.83% hits; AID 588458; in the data active means inhibition above about 50%
# CSN deneddyl inh: CSN deneddylation inhibition; inhibition, % at 12.5 µM; Purified CSN, SCF-Nedd8-OG deneddylation, fluorescence polarization; 360,000 compounds, 0.38% hits; Q92905; AID 651999;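 active means pattern-corrected inhibition above about 35%, with an unprinted fluorescence ratio check between 0.5 and 1.5, limit read from the data, passing the limit was not always enough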;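 further: 0% = enzyme with substrate and 100% = substrate without enzyme; some results filed as inactive read as strong as hits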
#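 Material: human Csn5 produced in HEK293T cells; Input: enzyme 0.24 nM; Reagent: SCFSkp2-Nedd8OG substrate at 10 nM final; Dosing: 12.5 µM compound; Incubation: 90 min reaction at room temperature; Detection: fluorescence polarization of the substrate; Evaluation: % inhibition of substrate cleavage by Csn5; Control set: substrate-only high control, full reaction low control.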
# Rpn11 block: inhibitors of human proteasome Rpn11 | O00487 | human 26S proteasome, Ub4-pepOG fluorescence polarization; 20S core pre-blocked with epoxomicin | calls only at 20 µM | 360,000 compounds, 0.59% hits;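 active means inhibition at 20 µM, scaled to each plate's controls, above about 33%, limit read from the data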
# * hit, by the source's call; i = inactive; . = not tested or not shown.
SMILES,Scp1 inh,LMPTP block,Tb MetRS inh,PABP1 MLLE inh,STEP inh,NadD block,SUMO1 PPI mod,DNMT1 inh,CSN deneddyl inh,Rpn11 block
COc1ccc(N2CCN(C(=O)c3ccc4c(c3)CCN4S(=O)(=O)c3ccccc3)CC2)cc1,0.2,3.8,-0.3,-18.4,1.6,3.9,3.7,-3.5,4.5,i
CCOC(=O)c1c(-c2ccc(OC)cc2)csc1NC(=O)COc1ccc2c(C)cc(=O)oc2c1,-1.4,0.4,0.1,3.9,-0.3,-2.8,1.3,8.4,-6.3,i
CCCC(=O)OCC(=O)NCc1ccc(Cl)cc1,-9.1,-1.8,-0.7,-12.0,-6.1,-1.7,2.9,-2.8,-3.5,i
COc1ccc(NC(=O)C2CC(=O)n3cnnc3S2)cc1 (stereo not drawn),-6.2,-1.7,-0.7,35.1,-2.8,0.4,1.0,3.0,-7.5,i
COc1ccc(/C=C2/SC(=S)N(Cc3ccccc3)C2=O)cc1O,-10.0,3.0,-0.2,-9.8,-1.6,-6.3,-5.6,-7.1,0.0,i
Cc1cc(C)c(S(=O)(=O)N2CCCCC2)c(C)c1N(C)S(=O)(=O)c1ccccc1,-17.7,2.3,-0.4,-9.7,2.2,-8.0,4.4,0.3,3.6,i
Cc1ccc(NC(=O)c2ccc(Cn3cc(Cl)cn3)o2)c(C)c1,.,0.9,-0.5,3.5,0.0,-7.6,1.3,-2.8,2.5,i
C=CCOc1ccc(CNc2nccs2)cc1,6.8,-0.3,-0.2,-5.0,0.5,-1.9,-1.7,-2.0,1.3,i
O=C(NCCN1C(=O)S/C(=C\c2ccccc2Cl)C1=O)C1=COCCO1,-5.7,-1.3,-0.2,6.5,12.4,1.5,-27.2,0.9,1.2,i
O=C(Cc1ccc(NC(=O)C2CCN(C(=O)C3CC3)CC2)cc1)Nc1ccc(C(=O)N2CCOCC2)cc1,12.3,-0.6,-0.3,8.4,-3.4,-0.4,-5.8,4.8,2.3,i
Cc1cc(Br)ccc1NC(=O)C(C)c1ccc([N+](=O)[O-])cc1 (stereo not drawn),-6.7,0.8,0.0,7.9,-0.5,-9.1,-13.3,-0.5,0.7,i
OC(CNCC1COc2ccccc2O1)COCc1cccs1 (stereo not drawn),-12.6,-0.3,-0.7,5.9,1.9,-10.7,0.7,2.1,-5.3,i
Cc1c(-c2csc(N)n2)c2ccccc2n1C,-1.8,1.6,-0.9,17.2,-0.4,10.0,-2.2,-13.9,0.8,i
CSc1ccc(C(C(C(=O)c2cccs2)N2CCOCC2)N2CCOCC2)cc1 (stereo not drawn),-1.2,0.3,-1.1,13.1,-5.5,0.0,-1.2,-5.6,2.4,i
O=C(Cn1nc(-c2ccc(Cl)cc2)ccc1=O)NCCN1CCOCC1,-9.8,-0.8,0.5,12.2,-0.6,4.3,-11.5,-2.0,4.2,i
O=C(NCc1ccco1)C1CC(=O)N(CCc2ccccc2)C1 (stereo not drawn),-10.1,-3.6,-0.3,3.7,2.6,4.9,-1.0,-0.6,6.5,i
CC(C)N(C)C(=O)C(=O)c1cccn1-c1cccc(Cl)c1C#N,4.5,0.3,-0.6,-10.0,-1.5,-2.2,-10.9,-0.5,0.3,i
CCOC(=O)c1cc(C(=O)c2cccs2)n2ccc(C(C)=O)cc12,-6.4,1.1,-1.2,2.3,1.8,-4.3,-12.2,9.1,-1.0,i
CCC(=NN=C(CC)c1ccccc1O)c1ccccc1O,-2.8,1.4,-0.1,0.4,-2.2,-0.2,14.5,-1.4,-5.2,i
S=c1[nH]cc(-c2ccccc2)[nH]1,-2.7,-1.5,-0.5,23.9,1.7,3.4,-2.3,2.7,0.6,i
CN(C)/C=C1/Nc2ccccc2C1=O,-8.7,0.0,-0.1,-6.7,1.5,-2.8,-14.8,-12.2,3.9,i
O=c1cc(N2CCCCCC2)[nH]c(=O)n1-c1ccc(Cl)cc1,-3.9,-1.4,-0.9,-4.4,-2.5,-4.7,1.2,1.1,-4.9,i
COc1ccc(OC)c(C2=NOC(C(=O)Nc3ccc4c(c3)OCCO4)C2)c1 (stereo not drawn),-1.6,-0.2,-0.7,4.2,0.3,-2.8,1.2,-0.4,1.5,i
CS(=O)(=O)n1nc(-c2ccco2)nc1N,2.7,1.1,0.0,-12.2,0.3,-3.0,-5.2,0.1,2.6,i
C=C(C)COc1ccc(-c2nc(N)nc(C)c2Oc2ccccc2OC)c(O)c1,-1.5,4.0,-1.1,-0.9,0.3,-4.4,8.5,-11.9,-6.0,i

# Full records as entered above:
# Record of Cc1cc(C)c(S(=O)(=O)N2CCCCC2)c(C)c1N(C)S(=O)(=O)c1ccccc1 : Scp1 inh = -17.7; LMPTP block = 2.3; Tb MetRS inh = -0.4; PABP1 MLLE inh = -9.7; STEP inh = 2.2; NadD block = -8.0; SUMO1 PPI mod = 4.4; DNMT1 inh = 0.3; CSN deneddyl inh = 3.6; Rpn11 block = i
# Record of C=CCOc1ccc(CNc2nccs2)cc1 : Scp1 inh = 6.8; LMPTP block = -0.3; Tb MetRS inh = -0.2; PABP1 MLLE inh = -5.0; STEP inh = 0.5; NadD block = -1.9; SUMO1 PPI mod = -1.7; DNMT1 inh = -2.0; CSN deneddyl inh = 1.3; Rpn11 block = i

# Quoted from the listing:
# In CSN deneddyl inh, `CC(C)N(C)C(=O)C(=O)c1cccn1-c1cccc(Cl)c1C#N` shows 0.3
# In STEP inh, `CCOC(=O)c1cc(C(=O)c2cccs2)n2ccc(C(C)=O)cc12` shows 1.8
# In Tb MetRS inh, `S=c1[nH]cc(-c2ccccc2)[nH]1` shows -0.5
# In NadD block, `CS(=O)(=O)n1nc(-c2ccco2)nc1N` shows -3.0
# In STEP inh, `Cc1ccc(NC(=O)c2ccc(Cn3cc(Cl)cn3)o2)c(C)c1` shows 0.0
# In SUMO1 PPI mod, `O=C(NCc1ccco1)C1CC(=O)N(CCc2ccccc2)C1` (stereo not drawn) shows -1.0

# Next part.
SMILES,Scp1 inh,LMPTP block,Tb MetRS inh,PABP1 MLLE inh,STEP inh,NadD block,SUMO1 PPI mod,DNMT1 inh,CSN deneddyl inh,Rpn11 block
O=c1[nH]cnc2c1sc1nc(C(F)F)cc(-c3ccccc3)c12,-3.9,-1.6,0.3,-12.4,-1.9,3.7,-58.4,22.0,4.4,i
CCOC(=O)c1ccc(CN2C(=O)c3ccccc3S2(=O)=O)cc1,-8.6,1.1,0.5,-1.4,0.7,-1.6,0.8,-1.6,1.8,i
O=C(CC1CCCCC1)N=C1SC2CS(=O)(=O)CC2N1c1ccccc1 (stereo not drawn),0.6,-1.0,-0.1,-10.5,3.2,-1.7,1.4,-1.5,2.2,i
Cc1cccc(OC(C)C(=O)Nc2ccc(N3CCCCC3)cc2)c1 (stereo not drawn),-9.5,0.3,-0.6,6.6,0.2,-0.4,7.3,-3.1,-0.3,i
N#Cc1ccc(NC(=O)COC(=O)CNC(=O)C2CCCCC2)cc1,-6.7,0.1,0.2,5.7,1.9,-1.1,-3.1,0.3,-2.6,i
COc1ccc(N(C(=O)c2cc3ccccc3oc2=O)C2C=CS(=O)(=O)C2)cc1 (stereo not drawn),12.5,-0.5,-0.1,-3.6,-2.5,-9.8,0.1,2.1,-2.6,i
CCN(C(=O)CSc1nnc(SC(C)C)s1)C1CCS(=O)(=O)C1 (stereo not drawn),-9.8,-0.4,-0.4,9.5,-7.5,4.2,4.2,1.5,0.2,i
COc1cc(C(=O)NCC(=O)NC(C)c2ccc(-n3ccnc3)cc2)cc(OC)c1OC (stereo not drawn),-1.9,-0.5,-0.1,2.8,2.1,-1.0,12.1,2.3,4.7,i
CN(CC(=O)NCCN1CCN(c2ccccc2)CC1)S(=O)(=O)c1ccc2c(c1)CCC(=O)N2,-2.8,-1.9,-0.1,2.3,2.2,-0.1,1.3,3.8,5.4,i
O=C(c1ccc(C(F)(F)F)cc1)C1CCCN(C(=O)CCc2ccncc2)C1 (stereo not drawn),-9.6,-0.9,-0.1,-5.6,0.1,-0.8,-0.2,-0.7,-5.2,i
CSc1ccc(/C=c2\s/c(=C\C(=O)C(C)(C)C)n(CC(=O)NCCC3=CCCCC3)c2=O)cc1,-3.4,-7.1,0.1,3.2,1.0,11.0,-6.6,4.5,6.3,.
O=C(NC1CCCc2ccccc21)C1CCCN(S(=O)(=O)c2cnc[nH]2)C1 (stereo not drawn),-9.1,-0.3,0.8,6.7,-2.4,-2.4,0.6,-1.1,-3.9,i
CCOC(=O)c1ccccc1NS(=O)(=O)c1ccc(OCC)cc1,-17.4,2.7,-0.3,-5.9,2.8,-11.7,-1.9,2.1,0.7,i
C=CCn1c(O)c(N=NC(=O)c2ccccc2NS(=O)(=O)c2cccs2)c2ccccc21,-2.7,-0.4,-0.9,-8.4,0.8,9.5,1.0,3.9,-11.3,i
O=C(CSc1nnc2c(Cl)cc(Cl)cn12)N1CCN(c2ccc(F)cc2)CC1,-4.6,0.5,0.0,-7.5,-2.3,2.5,-11.7,-0.7,1.0,i
COc1cc(-c2cc(C(=O)NCc3ccco3)c3ccccc3n2)cc(OC)c1OC,3.6,0.2,-0.4,2.0,1.0,-3.5,-10.8,-4.2,-2.2,i
COc1ccc(-c2nnn(CC(=O)N(Cc3ccccc3Cl)C(C(=O)NCC3CCCO3)c3ccco3)n2)cc1 (stereo not drawn),-7.0,0.2,0.2,5.1,-0.9,2.6,2.3,-6.8,-5.6,i
CN(CCc1ccccn1)C(=O)c1cccnc1Oc1ccc(Cl)cc1,-6.2,0.7,-0.5,-9.4,2.0,1.6,3.7,-5.5,-1.4,i
CCOc1ccc(CCN2C(=O)c3ccc(C(=O)O)cc3C2=O)cc1OCC,-11.2,-2.5,-0.3,7.6,0.0,-6.5,-21.1,-1.5,-2.6,i
CCN1CCN(C/C(C)=C/c2ccccc2)CC1,23.4,-5.3,-0.3,9.4,-1.3,-3.4,4.0,4.6,-3.1,i
COc1ccc(OC)c(NC(=O)c2cc(S(=O)(=O)N(C)C)ccc2N2CCCC2)c1,-4.2,-0.5,-0.1,-6.1,0.3,1.5,0.0,0.8,-0.3,i
Cn1nc(C(=O)Nc2ccc(Br)cc2)cc1C(=O)Nc1ccc(Br)cc1,-4.7,-0.5,0.3,1.4,1.4,4.0,1.3,16.4,3.6,i
CCC(=O)Nc1cc(=O)[nH]c2ncnn12,-2.2,-3.4,-0.5,4.4,0.1,-0.3,8.0,3.2,3.8,i
COc1cc(Cl)c(C)cc1NC(C)C(=O)Nc1cc(C(F)(F)F)ccc1N1CCOCC1 (stereo not drawn),-4.6,4.8,0.0,-7.6,-0.6,-1.9,-2.2,2.6,-7.5,i

# Source: PubChem BioAssay
